TbPYK inhibitor = inhibitors of Trypanosoma brucei pyruvate kinase. Q57TT1. TbPYK enzyme, Kinase-Glo Plus ATP luminescence, 45 min. Potency, µM (doses to about 76.8 µM), inactives show at the top dose activity, negative = inhibition, usual class: inhibitors. 410,000 compounds, 0.12% hits. AID 624173; also: nearly all actives have a fitted effect of over 50% in size
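T. brucei PYK with substrate was exposed to pin-transferred compounds across a concentration series, then started with 130 uM ADP (final). After 45 min at room temperature, Kinase-Glo Plus luminescence was read, normalized and curve-fitted.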
AMA1-RON2 inh = disrupts binding of P. falciparum AMA1 to RON2; 360,000 compounds, 0.2% hits; Potency, µM (series often up to 58.2 µM), for inactives: top-dose activity change, negative = inhibition, usual class: inhibitors; AlphaScreen AMA1-biotinylated RON2 peptide binding;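 also: 0% = vehicle wells and -100% = peptide control; nearly all actives have a fitted effect of over 45% in size; some results filed as inactive show a strong effect at the top dose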
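AMA1 (3D7) with his tag at 25 nM final met compounds first, then biotinylated RON2 peptide at 25 nM; detection used donor plus acceptor beads, 10 µg/mL apiece, read by AlphaScreen after 30 min at room temperature.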
Active calls of the source: *; ? = inconclusive; [ ] = dose if it differs, or a comment. Calls follow the shape of the dose curve; as a rule, active = well fitted curve in the direction sought with a large enough effect; inconclusive = small, poorly fitted or top-dose-only effect, or another doubt; inactive = no such curve, though single readings can be large; an effect the other way counts as inactive or inconclusive. Unless noted, % is scaled to controls: 0 for no effect and ±100 for the full control effect; potency is read from the fitted curve at half-maximal effect. Some of the compounds tested. The share of hits here may be higher or lower than overall.

Results follow in this order: TbPYK inhibitor	AMA1-RON2 inh
COc1cc(/C=C/CNC[C@H]2O[C@@H](n3cc(C)c(=O)[nH]c3=O)C[C@@H]2O)ccc1O
→ 4%	15%
Cc1ccccc1C(=O)N1CCC(C(=O)OCc2ccccn2)CC1
→ 3%	-12%
C=CC(=O)Nc1cccc(Oc2ncnc3[nH]cc(-c4cnc5ccccc5c4)c23)c1
→ 1%	10%
CC(C)NC(=O)c1cc(C2CCCCN2S(=O)(=O)c2cccc3cccnc23)on1 (stereo not given)
→ -4%	2%
CC1(C)N=C(N)N=C(N)N1c1ccc(OCC(=O)N2CCOCC2)c(Cl)c1
→ -17%	-1%
CCCC(=O)N1CCCC1(C)C(=O)Nc1ccc2nc(C)ccc2c1 (stereo not given)
→ -6%	-3%
C[C@H](c1ccccc1)N1C[C@H](COCc2ccccc2)Oc2cc(N3CCC[C@@H]3CO)ccc2S1(=O)=O
→ 7%	-14%
CSC1=NC=C(C#N)C2=NC(c3c(Cl)cccc3Cl)NN12 (stereo not given)
→ -2%	6%
COC(=O)[C@@]1(Sc2ccc(C)cc2)CC(=O)N[C@@H]1c1ccccc1
→ -5%	-10%
O=C1N[C@H](Cc2ccccc2)COC(=O)[C@H](Cc2ccc(F)cc2)C/C=C\C[C@@H]1CC(=O)N(CCO)Cc1ccccc1
→ -4%	-5%
COCCNc1nc(Oc2ccc(C(N)=O)cc2)c2sccc2n1
→ -1%	-7%
C[C@H]1CN([C@@H](C)CO)C(=O)CCCn2nncc2CO[C@H]1CN(C)C(=O)C1CCCCC1
→ 1%	7%
CCCC1CC(=O)NC1(C(=O)OCC)C(=O)OCC (stereo not given)
→ 2%	2%
C[C@@H]1CCC[C@]2(O[C@H](CCO)C[C@@H](O)[C@@H]2O)O1
→ 2%	8%
CCOC(=O)C1=CCN(S(=O)(=O)c2ccccc2F)C1c1cccc(C)c1 (stereo not given)
→ 0%	2%
CC(C)C1OC(CCc2ccccc2)Cc2[nH][nH]c(=O)c21 (stereo not given)
→ 2%	89%[activator]
CC(=O)OC1C=CC2[C@H]3Cc4ccc(O)c5c4[C@@]2(CCN3C)C1O5 (stereo not given in full)
→ 2%	-4%
CC1(C(=O)NS(=O)(=O)c2cccc(Cl)c2)CCN1C(=O)c1ccccc1 (stereo not given)
→ 5%	8%
O=P(c1ccccc1)(c1ccccc1)c1ccccc1C(Br)Br
→ ?	0%
CCOc1ccc(CCN2C(=O)C(=O)N([C@@H](CC(C)C)CN3CCC[C@@H]3CN3C(=O)C(=O)NC[C@@H]3CC(C)C)C[C@@H]2Cc2ccccc2)cc1
→ -1%	-4%
COc1ccc([C@H]2N[C@]3(CCCN(CC4CCCCC4)C3=O)[C@H]3C(=O)N(Cc4ccccc4)C(=O)[C@@H]23)cc1
→ 2%	1%
Cc1cc2nc(-c3ccco3)c(CC(C)(C)C)n2c(C)c1Br
→ 1%	0%
COc1ccccc1NS(=O)(=O)c1ccc(C(=O)NCC(c2ccco2)N2CCCCC2)cc1 (stereo not given)
→ -11%	0%
CC(=O)Nc1ccc2c(COC(=O)[C@@H](NS(=O)(=O)c3ccc(C)cc3)C(C)C)cc(=O)oc2c1
→ -1%	-9%
CC1(C2CC2)NC(=O)N(CC(=O)Nc2ccc(SC(F)F)cc2)C1=O (stereo not given)
→ 0%	-3%
C#CCNC(=O)c1csc([C@@H]2O[C@H](CO)[C@@H](O)[C@H]2O)n1
→ 6%	1%
O=C(Cc1c(F)cccc1Cl)NC1CCN(Cc2ccccc2)CC1
→ 1%	-11%
COc1cccc(-c2cccc3c2NC(=O)C3(C)Cc2cccc(F)c2)c1 (stereo not given)
→ 4%	0%
O=C(O)c1ccc(N2C(=O)c3ccccc3C2=O)cc1[N+](=O)[O-]
→ -2%	73%[activator]
CC1(C(=O)Nc2cccc(Oc3ccccc3)c2)CCN1Cc1ccccc1Cl (stereo not given)
→ 3%	4%
CC12CCCC(CC(=O)O)(C1)NC(=O)C2 (stereo not given)
→ 3%	0%
CNc1ccc(-c2cccc(C#N)c2)cn1
→ -6%	3%
O=C(c1cc2c(c(-c3cccc(-c4ccc(F)cc4)c3)n1)[C@H](CCO)N(C(=O)c1ccc3c(c1)OCO3)C2)N1CCOCC1
→ 0%	-7%
Cc1cnc(C(=O)OCC(=O)N2CCC(C)CC2)cn1
→ -1%	-7%
Cc1ccc(S(=O)(=O)N(C)c2ccc(OCC(=O)OCc3cccc(Br)c3)cc2)cc1
→ -4%	-2%
COCCN(C(=O)c1ccc(N(C)S(=O)(=O)c2ccc(C)cc2)cc1)c1c(N)n(CC(C)C)c(=O)[nH]c1=O
→ 6%	5%
CNc1ccc(-c2cccc(CO)c2)cn1
→ -1%	2%
COc1ccc(C(C)(C)C)cc1NC(=O)C1CC(=O)N(C2CCCC2)C1 (stereo not given)
→ -4%	-9%
COc1ccc(-c2nc3c4ccccc4ccn3c2CC2CCCCC2)cc1OC
→ -3%	-4%
CCCS(=O)(=O)NC(=O)C1(C)CCN(C(=O)c2ccc3ccccc3c2)C1 (stereo not given)
→ 5%	-1%
COc1ccccc1C1=CN(Cc2ccccc2)CCC1=O
→ -10%	-2%
COc1cc(OC)cc(C(=O)Nc2cccc(NC(=O)c3cc(OC)cc(OC)c3)n2)c1
→ -7%	-8%
COc1ccc(NC(=O)C[C@H]2C(=O)N(c3ccc(OC)cc3)C[C@@H]2c2ccc(Br)cc2)cc1
→ -3%	-25%
Fc1cccc(Cc2c(-c3cccc(Br)c3)nc3c(Cl)cc(C(F)(F)F)cn23)c1
→ 3%	1%
Cc1ccc([C@H]2N[C@]3(CCCN(CC4CCCCC4)C3=O)[C@H]3C(=O)N(C)C(=O)[C@@H]23)cc1
→ 1%	-9%
CC(C)(CCc1ccccn1)C(=O)CCCc1ccccn1
→ -3%	-1%
Cc1oc(-c2cccc(Cl)c2)nc1CN1CCC(C(=O)N2CCN(c3ccccn3)CC2)CC1
→ -2%	14%
O=C1CC=Nc2ccc([N+](=O)[O-])cc21
→ 1%	-3%
COc1cc(/C=N/NC(=O)c2cccc3ccccc23)ccc1OCC(N)=O
→ -8%	-2%
O=P(Oc1ccccc1)(N1CCOCC1)N1CCOCC1
→ -3%	19%

The results go on.
Results follow in this order: TbPYK inhibitor	AMA1-RON2 inh
Cc1noc(C)c1C(=O)N1CCC1(C)C(=O)NS(=O)(=O)c1ccccc1C(F)(F)F (stereo not given)
→ 8%	17%
CC(=O)c1cccc(NC(=O)C2CC(=O)N(C3CCCC3)C2)c1 (stereo not given)
→ 2%	10%
O=C1C=C(c2cccc(Br)c2)C[C@@H](c2ccc(Cl)cc2)C1
→ -3%	-7%
O=C(O)CC1(C(=O)O)CCCC1
→ -12%	20%
O=C(Nc1ccc(F)c(Cl)c1)c1cc(C2CCCN(C(=O)CCc3ccccc3)C2)on1 (stereo not given)
→ 0%	-8%
O=C(O)C1C2CCCCC2=C2CCCCC2C1C(=O)Nc1nccs1 (stereo not given)
→ -8%	-3%
O=C(COC(=O)c1ccccc1O)NCc1ccccc1Cl
→ -6%	5%
CC(OC(=O)c1ccc(Cl)cc1O)C(=O)NCCC1=CCCCC1 (stereo not given)
→ 2%	-2%
O=S(=O)(NCCS(=O)(=O)N1CCN(c2ccc(F)cc2)CC1)c1ccccc1
→ -4%	1%
O=C(NCCc1ccccc1)c1[nH]c(C(F)(F)F)nc1-c1ccccc1
→ 1%	0%
Cc1noc(NS(=O)(=O)c2ccc(NC(=O)c3cc4ccccc4o3)cc2)c1C
→ -8%	-5%
COc1cccc(C(C)(O)c2nc(-c3cc(F)cc(F)c3)cs2)c1 (stereo not given)
→ 2%	5%
C[C@H](NC(=O)C1CCN(S(=O)(=O)c2ccccc2)CC1)C(=O)NCc1ccncc1
→ 0%	-6%
Nc1ccn([C@@H]2O[C@H](C(=O)NCC(F)(F)F)[C@@H](O)[C@H]2O)c(=O)n1
→ 1%	-1%
O=C(NCc1nnnn1-c1ccc(F)cc1)C(=O)c1c[nH]c2ccccc12
→ -12%	18%
COCCn1c(CN2CCN(c3ccccc3)CC2)nc2c1c(=O)n(C)c(=O)n2C
→ 5%	26%
N#C/C(=C\c1cccn1S(=O)(=O)c1cccc([N+](=O)[O-])c1)S(=O)(=O)c1ccc(F)cc1
→ 4%	?
Cc1ccc(C(=O)NCCc2nnc3ccc(SCC(=O)Nc4nnc(C)s4)nn23)cc1
→ 0%	0%
NCc1csc(Nc2nncc3ccccc23)n1
→ -2%	67%[activator]
COc1ccccc1NS(=O)(=O)c1cc(C(=O)Nc2ccc(S(=O)(=O)Nc3onc(C)c3C)cc2)ccc1C
→ -21%	-9%

Three compounds from above, sorted by SMILES length, rising.
Results follow in this order: TbPYK inhibitor	AMA1-RON2 inh
O=C(NCc1nnnn1-c1ccc(F)cc1)C(=O)c1c[nH]c2ccccc12
→ -12%	18%
Cc1ccc(C(=O)NCCc2nnc3ccc(SCC(=O)Nc4nnc(C)s4)nn23)cc1
→ 0%	0%
Nc1ccn([C@@H]2O[C@H](C(=O)NCC(F)(F)F)[C@@H](O)[C@H]2O)c(=O)n1
→ 1%	-1%

Further records:
Results follow in this order: TbPYK inhibitor	AMA1-RON2 inh
C[C@@H](c1ccccc1)N1C[C@H](COCc2ccccc2)Oc2cc(N3CCC[C@@H]3CO)ccc2S1(=O)=O
→ 6%	-8%
O=c1oc2ccccc2c(O)c1Sc1ccc(Cl)cc1
→ -2%	2%
O=C(NC1CC1)c1ccc2nc([C@@H]3O[C@H](CO)[C@H](O)[C@H](O)[C@H]3O)[nH]c2c1
→ 7%	0%
COc1ccccc1C1OCC(C)([N+](=O)[O-])CO1 (stereo not given)
→ -1%	1%
COC(=O)c1ccccc1C(=O)N(c1ccccc1)c1ccccc1
→ ?	9%
COc1ccc(C2CC(=O)c3c(O)cc(O)cc3O2)cc1O (stereo not given)
→ 4%	7%
CN(C(=O)c1ccc(NC(=O)Cc2ccc(NC(=O)C3CCN(C(=O)C4CC4)CC3)cc2)cc1)C1CCCC1
→ -4%	0%
C#C[C@]1(O)CCC2C3C(CC[C@@]21C)[C@@]1(C)CC[C@@H](O)CC1=C[C@H]3O (stereo not given in full)
→ 2%	0%
COc1cc(NC(=O)OCc2ccccc2)c2ncccc2c1
→ -2%	134%[activator]
COc1ccc(-n2nnnc2C(c2ccccc2OC(F)(F)F)N2CCC3(CC2)C(=O)NCN3c2ccccc2)cc1 (stereo not given)
→ 3%	-26%
COc1ccccc1NC(=O)N(C)C[C@@H]1OCc2cnnn2CCCC(=O)N([C@@H](C)CO)C[C@@H]1C
→ -6%	5%
Cc1ccc(S(=O)(=O)N2CCC(C(=O)OCC(=O)NCc3cccc(Cl)c3)CC2)cc1C
→ 0%	9%
COC(=O)C1OC(OC2CC[C@]3(C)C(CC[C@@]4(C)[C@@H]3CC=C3[C@@H]5CC(C)(C)CC[C@]5(C(=O)OC5OC(CO)C(O)C(O)C5O)CC[C@]34C)C2(C)C)C(O)C(O)C1O[C@H]1OCC(O)C(O)C1O (stereo not given in full)
→ 1%	0%
COc1ccccc1C(C)NC(=O)CCNC(=O)c1ccc(Cl)cc1 (stereo not given)
→ -6%	-7%
CCOC(=O)C1=CC[C@@H](c2ccccc2)N(S(=O)(=O)c2ccc(C)cc2)[C@H]1C
→ 4%	11%
CC1(CCO)C(=O)NC(=S)NC1=O
→ -22%	-3%
COc1cccc(NC(=O)C2(C)CCN2C(=O)CC2CC2)c1 (stereo not given)
→ -5%	-1%
NC(=O)CC(NC(=O)Cc1cccc2ccccc12)c1ccc(NC2CCCC2)c([N+](=O)[O-])c1 (stereo not given)
→ -12%	1%
Nc1c(C(=O)NCC2CCCO2)c2nc3ccccc3nc2n1/N=C/c1ccncc1 (stereo not given)
→ 8%	6%
CCC[C@@H](CN1CCC[C@H]1CN1C(N)=NC[C@H]1C(C)C)N1C[C@@H]([C@H](C)CC)N(CCCC2CCCC2)C1=N
→ 5%	12%

Given as labelled records: 4 of the compounds above.
> COc1cccc(NC(=O)C2(C)CCN2C(=O)CC2CC2)c1 (stereo not given)
  TbPYK inhibitor: -5%
  AMA1-RON2 inh: -1%
> NC(=O)CC(NC(=O)Cc1cccc2ccccc12)c1ccc(NC2CCCC2)c([N+](=O)[O-])c1 (stereo not given)
  TbPYK inhibitor: -12%
  AMA1-RON2 inh: 1%
> Nc1c(C(=O)NCC2CCCO2)c2nc3ccccc3nc2n1/N=C/c1ccncc1 (stereo not given)
  TbPYK inhibitor: 8%
  AMA1-RON2 inh: 6%
> CCC[C@@H](CN1CCC[C@H]1CN1C(N)=NC[C@H]1C(C)C)N1C[C@@H]([C@H](C)CC)N(CCCC2CCCC2)C1=N
  TbPYK inhibitor: 5%
  AMA1-RON2 inh: 12%

Further structures
Results follow in this order: TbPYK inhibitor	AMA1-RON2 inh
COc1ccccc1-c1csc(C(NC(C)=O)c2ccccc2)n1 (stereo not given)
→ 0%	40%[activator]
CSc1cccc(NC(=O)C2CCCN(S(C)(=O)=O)C2)c1 (stereo not given)
→ 6%	-2%
C[C@H]1COC(=O)[C@H](CC(=O)OC(C)(C)C)C/C=C\C[C@@H](CC(=O)N(CCO)Cc2ccccc2)C(=O)N1
→ 1%	-2%
CCOC(=O)C1CCCN(C(=O)CNC(=O)c2ccc(Br)o2)C1 (stereo not given)
→ -3%	8%
CC(C)C1C(=O)N(Cc2cn(CCC3OCCO3)nn2)CCS(=O)(=O)N1Cc1ccc(-c2ccc(Cl)c(Cl)c2)cc1 (stereo not given)
→ 2%	0%
Cc1cc(C)c(C)c(C(=O)C(=O)c2ccccc2)c1
→ 2%	2%

Screens deposited in PubChem by National Center for Advancing Translational Sciences (NCATS).
